MgcRacGAP inhibition: MgcRacGAP GTPase-activating activity inhibitors, confirmation, biochemical, ADP Hunter fluorescence. MgcRacGAP-stimulated Rac1 GTP hydrolysis, ADP Hunter fluorescence; higher % means a stronger effect; GST-tagged Rac1 F28L mutant substrate. inhibition, % at 30 µM; hits with a dose series show IC50 in µM. 0.6% of 340,000 active;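 active = first-screen hits whose inhibition reached a set limit at any dose in the follow-up dose series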;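 note: fluorescence reports GDP produced by GAP-driven GTP hydrolysis; strong numbers were not always called active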
UTI89 phage lysis: protection from phage-mediated lysis, alamar blue read-out – E. coli UTI89, K1F phage, bacterial capsule biogenesis inhibitors (AID 488966); E. coli UTI89 K1F phage lysis, alamar blue, 2 h; higher % means a stronger effect; one-dose inhibition, % at 100 µM; IC50 in µM for titrated hits; 0.02% of 340,000 active;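 active = phage lysis inhibition, versus mean bacterial control, above a set limit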;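 note: capsule biogenesis inhibitors block K1F phage lysis so surviving cells raise fluorescence; higher fluorescence means more inhibition of phage lysis; actives were called in the ten point dose series up to 300 µM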
* = called active by the depositor; i = inactive; [ ] = remark or other dose.

SMILES	MgcRacGAP inhibition	UTI89 phage lysis
COc1ccc(-c2cc(=O)c3c(O)c(OC)c(OC)c(OC)c3o2)cc1	-8.8%	-0.3%
O=C(CCCCC(=O)NN=Cc1ccccc1O)NN=Cc1ccccc1O	3.4%	-0.6%
C=C1C(=O)c2sccc2C(c2ccc(OC)c(OC)c2)C1COC(C)=O (stereo not given)	25.2%	0.1%
O=C(Nc1ccn(CCCNCCN2CCOCC2)c(=O)n1)OCc1ccccc1	3.3%	0.1%
O=[N+]([O-])c1cccc(COc2cccc(CN3CCOCC3)c2)c1	4.8%	0.3%
Cc1noc(NS(=O)(=O)c2ccc(NC(=O)c3cc(S(=O)(=O)N(C)c4ccccc4)ccc3Cl)cc2)c1C	2.5%	-0.3%
Cc1nccn1-c1c2c(c(C#N)c3nc4ccccc4n13)CCCC2	4.2%	0.2%
Cc1ccccc1CNC(=O)c1cc2ccccc2o1	7.9%	1.2%
COC(=O)CCCNC(=O)CCc1nnc(-c2ccc(-c3ccccc3)cc2)o1	4.8%	-0.3%
CC[C@]12C(=O)N(C)C[C@H]([C@@H]3C(=O)N(C)C(=O)[C@@H]31)N2C(=O)c1ccccc1	-1.8%	0.0%
O=C(NCC(c1cccs1)N1CCOCC1)c1cccc(S(=O)(=O)Nc2ccc(F)cc2)c1 (stereo not given)	7.8%	0.3%[50 µM]
CC1CCCC(C)N1CCOc1cc(N)ccc1C#N (stereo not given)	1.9%	8.9%
Cc1ccc2ccccc2c1CSc1nc(N)nc2c1ncn2CC(C)C	3.2%	0.6%
CCC(C(=O)OCC(=O)C1(O)CCC2C3CCC4=CC(=O)CCC4(C)C3C(O)CC21C)C(C)C (stereo not given)	8.5%	1.3%
Nc1ccc(S(=O)(=O)Nc2cnc3c(Cl)cccc3n2)cc1	3.8%	2.9%
O=C(O)Cc1sc(=O)[nH]c1O	-2.0%	0.3%
O=C1CCC[C@@H]2C[C@@]3(C[C@@H]4CCN1[C@H]24)Nc1cc([N+](=O)[O-])ccc1NC3=NC1CCCCC1	-0.2%	-0.8%
CC(C)C[C@@H](CN)NC(=O)c1nc[nH]c1C(=O)N[C@@H](CC(=O)O)C(=O)CNC[C@H](C)NC(=O)c1nc[nH]c1C(=O)N[C@@H](CC(=O)O)C(=O)O	3.5%	0.6%
CC(C)CC1(C2CCCC2)NC(=O)NC1=O (stereo not given)	2.9%	-3.2%
C=CCN([C@H](C(=O)OC)C(C)C)S(=O)(=O)CCNCc1ccccc1	4.5%	0.2%
O=C(O)CCCCCN1C(=O)/C(=C/c2cn(-c3ccccc3)nc2-c2cccs2)SC1=S	19.9%	-1.3%
CN(CC(=O)Nc1ccccc1Br)C(=O)c1cccc(S(=O)(=O)N2CCc3ccccc32)c1	-0.2%	-0.5%[50 µM]
Nc1ccn(C2CCCO2)c(=O)n1 (stereo not given)	1.1%	-0.2%
Oc1ccc(C(=Nc2ccccc2)c2ccccc2)c(O)c1	5.7%	-2.8%
O=C(Cc1ccc(NC(=O)C2CCCN(C(=O)C3CCC3)C2)cc1)Nc1ccc(C(=O)N2CCOCC2)cc1 (stereo not given)	10.7%	0.1%
Cc1c(NS(=O)(=O)c2cccc(C(=O)NCc3ccco3)c2)c(=O)n(-c2ccccc2)n1C	26.6%	1.6%[50 µM]
N[C@@H](Cc1ccc(O)c(O)c1)C(=O)O	6.6%	3.5%
O=c1[nH]c(-c2ccccc2)ncc1OCc1ccccc1	0.6%	0.0%
COCCN1C(=O)C(C(=O)OC)CC2=C1CC(C)(C)CC2=O (stereo not given)	3.6%	0.3%
O=C1NC(=O)C(=Cc2ccccc2[N+](=O)[O-])S1	31.8%	-2.4%
Cc1ccc(CC2(OCCN(C)C)CCC(C(C)(C)C)CC2)cc1 (stereo not given)	2.1%	-5.8%
CN(C)c1cccc(F)c1C(=O)NC(=O)Nc1ccc(Cl)cc1	0.8%	1.3%
COc1ccccc1-c1cccc([C@@H]2C[C@H]3[C@H](CON3C)CN2Cc2cc(Cl)cc(Cl)c2)c1	5.0%	1.4%
COCCN(CC(=O)Nc1ccccc1C(F)(F)F)C(=O)/C=C/c1cc(Cl)c2c(c1)OCCO2	-2.0%	-0.7%[50 µM]
CCC(C)c1c(N)n(S(=O)(=O)c2ccc(C)cc2)oc1=O (stereo not given)	-0.3%	0.2%
CC[C@]12C(=O)N(C)C[C@H]([C@@H]3C(=O)N(Cc4ccccc4)C(=O)[C@@H]31)N2C(=O)c1ccc(Br)cc1	-2.8%	1.3%
COC(=O)c1ccc(C)cc1C1CN=NC12Cc1cc(C)ccc1C2=O (stereo not given)	10.4%	1.9%
Cc1sc2ccccc2c1CNC[C@H]1O[C@@H](n2cnc(C(N)=O)n2)[C@H](O)[C@@H]1O	-4.4%	0.1%
CCOC(=O)c1c(NC(=O)COC(=O)CCOc2cc(C)ccc2C)sc(C(=O)N(C)C)c1C	4.2%	-0.2%[50 µM]
COc1ccc2nc3cc(Cl)ccc3c(Nc3ccc(O)c(CN4CCN(C)CC4)c3)c2c1	45.4µM*	i
CC(C)(COC(=O)c1ccccc1)N1CC2CCC(C1)O2	4.3%	1.1%
O=C(CN1C(=O)NC2(CCCC2)C1=O)N1CCN(c2ccc(C(F)(F)F)cc2[N+](=O)[O-])CC1	0.6%	-0.1%
COc1ccc(C(=O)OCCN2C(=O)c3ccccc3C2=O)cc1OC	-8.1%	-0.3%
CC(=O)C1=CN(CC2CCCCC2)CCC1=O	6.5%	-0.4%
O=C1C=CC(c2ccccc2)(c2ccccc2)CC1	-1.4%	2.0%
CC(C=NNc1ccc([N+](=O)[O-])cn1)=Cc1ccccc1	0.5%	-0.5%
O=C(c1ccco1)N1CCN(C(=O)c2cccn3c(=O)c4c5c(sc4nc23)CCCC5)CC1	8.4%	-0.1%
c1ccc(C2NCCNC2c2ccccc2)cc1 (stereo not given)	-5.4%	0.7%
O=[N+]([O-])c1ccc(C=NNC(=S)NN=Cc2ccc([N+](=O)[O-])cc2)cc1	-0.8%	5.9%
O=Cc1cc2c(cc1[B-](F)(F)F)OCO2	7.5%	0.1%
COc1cccc(/C=C/C(=C2\C(=O)N(c3ccccc3)N=C2C)c2ccc(Br)cc2)c1OC	-10.9%	3.6%
O=C(NN=Cc1cc(Cl)ccc1[N+](=O)[O-])c1ccco1	7.5%	-2.4%
N#CCCN(C(=O)COC(=O)c1cccc(S(=O)(=O)N2CCCCCC2)c1)c1ccc(F)cc1	3.1%	0.5%[50 µM]
CCOC(=O)CC1=NN(c2ccccc2)C(=O)C1=c1sc(=C2SC(C)=C(C)N2CC)c(=O)n1CC	8.9%	0.2%
Oc1c(Br)cc(Br)c2cccnc12	9.1%	-10.2%
CCC1(C2=CCCCC2)C(=O)NC(=S)N=C1N (stereo not given)	6.0%	6.9%
CN1N=C(C(=O)N=c2sc3ccccc3n2C)CCC1=O	1.1%	0.2%
COC(=O)c1cncn1Cc1ccccc1	5.6%	-2.9%
S=C1NCCN1CC1CCN(CC2CCCC2)CC1	7.9%	0.4%
COP(=O)(OC)c1ccc(NCc2cc(O)ccc2O)cc1	27.1%	-1.0%
Next results.
SMILES	MgcRacGAP inhibition	UTI89 phage lysis
CC(C)(C)OC(=O)N1CCC(C(=O)Nc2cccc(C(=O)N3CCCCC3)c2)CC1	6.0%	-0.1%
CC(C)(C)OC(=O)N1CCC(C(=O)Nc2ccc(C(=O)NC3CC3)cc2)CC1	11.1%	0.1%
COc1ccc(CNCCCn2cnc(C(=O)Nc3ccc(C)c(C)c3)n2)cc1	6.9%	0.4%
CCc1ccc2c(c1)C(=O)CCC2	3.8%	2.2%
N#Cc1c(-c2ccc(F)cc2)c(-c2ccc(F)cc2)nn(CCO)c1=O	-3.9%	-1.2%
CCOC(=O)C1(C#N)Cc2ccccc2C1	6.6%	0.8%
Nc1cc2c(cc1Cl)-c1ccc(Cl)cc1C2=O	3.9%	2.6%
O=C(C(=Cc1ccc(F)cc1)c1ccccc1)c1ccc(O)cc1	-3.7%	-0.4%
C#CCOCCOCCOCCNc1nc(N2CCN(C(=O)Cn3cc(CCO)nn3)CC2)nc(N2CCN(C(=O)[C@H]([C@@H](C)CC)n3cc(CCCCN)nn3)CC2)n1	8.3%	2.8%
c1ccc2c(c1)c1c(c3ccccc32)CN2CCCC2C1 (stereo not given)	111µM*	1.4%
CC12CCC3c4ccc(OCC(=O)O)cc4CCC3C1CCC2=O (stereo not given)	9.8%	-0.7%
O=C(Cc1cccc(NC(=O)C2CCCN(C(=O)C3CCCC3)C2)c1)Nc1cccc(C(=O)N2CCOCC2)c1 (stereo not given)	9.2%	0.1%
CC(C)CCN1CCC(CN2C(=O)C(=O)NC[C@@H]2Cc2ccccc2)CC1	15.1%	0.9%
CC1CCC(O)(C(C(=O)O)c2ccccc2)CC1 (stereo not given)	1.3%	-0.7%
COCCN(C(=O)c1cc(-c2ccccc2Cl)nc2ccccc12)c1c(N)n(CC(C)C)c(=O)[nH]c1=O	0.2%	0.0%[50 µM]
N#CC(=C(O)COC(=O)CCCNC(=O)c1ccc(Cl)cc1)c1nc2ccccc2[nH]1	-3.1%	-0.6%
CCN(CC(=O)Nc1ccccc1OC)C(=O)COc1ccc(C#N)cc1	2.6%	0.5%[50 µM]
CCOC(OCC)c1nc(N)[nH]c(=O)c1CCCCc1ccccc1	6.5%	-5.9%
Oc1ccc(C[C@H]2CNC(=S)N2CC2CCCN2C[C@H](Cc2ccc(O)cc2)N2C[C@H](Cc3ccccc3)N(CCc3ccccc3)C2=S)cc1 (stereo not given in full)	10.5%	0.2%
NC(=O)c1ccsc1NC(=O)CN1CCN(S(=O)(=O)c2ccccc2C(F)(F)F)CC1	4.8%	-0.2%[50 µM]
CCOC(=O)c1c(C)cc(O)cc1O	4.3%	-3.1%
COc1ccc(S(=O)(=O)N2CCOCC2)cc1C(=O)NCC(c1ccccc1)c1ccccc1	4.7%	-0.2%[50 µM]
C#CCN1C=CC(=O)[C@@H](OC(=O)Nc2ccc(OC)cc2)[C@H]1c1ccccc1Br	4.2%	0.0%
COc1ccccc1NS(=O)(=O)c1cc(NC(=O)c2ccc(NC(C)=O)cc2)ccc1N1CCOCC1	8.3%	-0.2%[50 µM]
S=c1nc[nH]c2c1ncn2-c1ccccc1	7.0%	-0.1%
O=C(Cc1ccc(NC(=O)C2CCN(C(=O)c3ccccc3)CC2)cc1)Nc1cccc(C(=O)N2CCCC2)c1	6.8%	0.0%
CC1CCN(S(=O)(=O)c2ccc(NC(=O)C3CCCCC3C(=O)O)cc2)CC1 (stereo not given)	18.6%	1.2%
CC(=O)Nc1ccc(S(=O)(=O)NCC2CC3CCC2C3)cc1 (stereo not given)	2.4%	-0.8%
Cc1ccc(C)c(S(=O)(=O)N(C)c2ccc(OC(=O)C3CCN(C(=O)Nc4ccccc4)CC3)cc2)c1	12.6%	-0.4%
CCOC(=O)c1cc2c(c(CCO)n1)[C@@H](CCO)N(S(=O)(=O)C(C)(C)C)C2	3.6%	0.1%
CC(SC(C)C(=O)NN=Cc1cccc(Cl)c1)C(=O)NN=Cc1cccc(Cl)c1 (stereo not given)	2.8%	13.2%
O=C1OCC(CC2=C(O)C(=O)OC2)=C1O	3.2%	3.2%
O=C1Nc2ccc(Br)cc2/C1=N\N=C\C1=C(N2CCOCC2)C(=C/c2ccccc2)/CC1	24.8%	-0.9%
O=C1CSc2cc(Cl)ccc2N1	8.4%	-2.4%
CC(C)(C)OC(=O)N1CCCC(C(=O)Nc2cccc(C(=O)N3CCCCC3)c2)C1 (stereo not given)	-9.8%	1.1%
O=S1(=O)c2c(F)cccc2OC(COc2ccccc2)CN1CCc1ccc(F)cc1 (stereo not given)	6.7%	-0.1%
Cc1ccnc(NC(c2ccccc2)c2ccc3cccnc3c2O)c1 (stereo not given)	1.5%	i
CSCCC1NC(=O)C(C(C)=Nc2ccccc2)=C1O (stereo not given)	-6.9%	-2.2%
Cn1c(=O)c2c(nc(CCc3ccccc3)n2C)n(C)c1=O	2.5%	-1.4%
CCCCCCCCCCCCCCCC[N+](C)(C)Cc1ccc(F)cc1	83.4µM*	-1.0%
Cc1c2cnn(CC(=O)NCCN3CCOCC3)c(=O)c2c(C)n1Cc1ccccc1F	4.4%	1.4%

The list is partial. The share of hits here may be higher or lower than overall.
